From PubChem BioAssay
Artemis endo inh: Artemis (human) endonuclease inhibition; recombinant Artemis, quenched FAM hairpin cleavage fluorescence; 30,000 tested, 0.78% active; Q96SD1; inhibition, % at 10 µM;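 active = at 10 µM dose, at least 30% inhibition, measured as corrected fluorescence normalized to stimulator and neutral control wells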
Target sequence (Q96SD1 whole entry, looked up): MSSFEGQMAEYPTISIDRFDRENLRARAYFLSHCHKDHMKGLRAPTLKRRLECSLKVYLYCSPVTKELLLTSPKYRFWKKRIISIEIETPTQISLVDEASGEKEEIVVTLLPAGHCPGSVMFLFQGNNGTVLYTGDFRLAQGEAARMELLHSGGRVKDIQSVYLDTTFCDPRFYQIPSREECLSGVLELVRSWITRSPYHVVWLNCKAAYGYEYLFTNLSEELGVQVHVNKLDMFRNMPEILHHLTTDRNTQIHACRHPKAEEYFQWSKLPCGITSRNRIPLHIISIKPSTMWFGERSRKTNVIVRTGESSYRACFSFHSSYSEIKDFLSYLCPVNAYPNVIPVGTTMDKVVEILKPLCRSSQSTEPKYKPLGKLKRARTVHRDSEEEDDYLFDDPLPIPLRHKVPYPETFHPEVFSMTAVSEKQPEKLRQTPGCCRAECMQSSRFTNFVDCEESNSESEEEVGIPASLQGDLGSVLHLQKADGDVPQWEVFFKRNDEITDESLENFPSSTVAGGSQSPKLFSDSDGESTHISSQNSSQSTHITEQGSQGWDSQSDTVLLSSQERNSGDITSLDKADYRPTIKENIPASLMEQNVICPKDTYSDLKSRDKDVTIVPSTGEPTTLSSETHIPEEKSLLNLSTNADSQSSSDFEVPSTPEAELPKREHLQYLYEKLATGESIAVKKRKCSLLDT
* marks the source's active call; other numbers are inactive results. This is a subset, so the mix of outcomes need not match the whole.

SMILES | Artemis endo inh
COc1ccccc1C(=O)N/C(N)=N/c1nc2ccccc2o1 | 0
COC(=O)CSc1nnc(-c2ccoc2C)n1-c1ccc(OC)cc1 | -7
CC(Sc1nnc(C2CCCCC2)n1N)C(=O)NCc1ccc2c(c1)OCO2 (centres undefined) | 0
COc1cc(NS(=O)(=O)c2cccc3nsnc23)c(C(=O)O)cc1OC | 3
CO/N=C(/CS(=O)(=O)c1ccc(Br)cc1)c1ccc(OC)cc1 | -1
N#Cc1c(NCCCO)nc(NCc2ccccc2)c2c1CCN(Cc1ccccc1)C2 | 8
O=C(c1ccccc1)C1CCc2occc2C1=O (centres undefined) | 1
S=C(c1ccc(N2CCCC2)cc1)N1CCCCC1 | 3
Cc1cccc(NC(=O)C2C(C(=O)O)C3C=CC2C32CC2)c1C (centres undefined) | -6
O=C(Nc1ccc(C(=O)N2CCCCC2)cc1)c1ccc(Br)cc1 | -7
O=c1cc(CO)oc(CN2CCN(c3cccc(C(F)(F)F)c3)CC2)c1O | -6
COc1ccc(OCCNS(=O)(=O)c2ccccc2)cc1 | -3
NC(=O)C1CCN(C(=O)CN2CCCc3ccccc32)CC1 | 3
CCn1c(SCc2ccc(C)cc2)nnc1-c1nn(-c2ccccc2)ccc1=O | 10
CC(NC(=O)CCOc1ccccc1)c1ccccc1 (centres undefined) | -3
COC(=O)c1ccc(CN2C(=O)NC3(CCCc4ccccc43)C2=O)o1 (centres undefined) | -5
O=C(Nc1cc2c(cc1Br)OCCO2)c1cccs1 | -2
CNC(=O)CCCCCNS(=O)(=O)c1ccc(C)cc1 | 10
Cc1ccccc1NC(=O)C1C2CCC(O2)C1C(=O)O (centres undefined) | 3
N=c1c2c3c(sc2nc2n1CCCCC2)CCCCC3 | 4
O=C(NC1CCCC1)c1ccc(Br)o1 | -8
CSc1nc2c(c(C(F)(F)F)n1)CC(C)CC2 (centres undefined) | -12
Cc1ccc(OCC(=O)c2ccc3c(c2)CCCC3)cc1C | 21
C=CCc1cccc(C2Nc3ccccc3C(=O)N2O)c1O (centres undefined) | 17
Cc1ccc(C(C)C)c(OCCCN2CC(C)OC(C)C2)c1 (centres undefined) | -4

Entries above with a CF3 group, in the order listed:
SMILES | Artemis endo inh
O=c1cc(CO)oc(CN2CCN(c3cccc(C(F)(F)F)c3)CC2)c1O | -6
CSc1nc2c(c(C(F)(F)F)n1)CC(C)CC2 (centres undefined) | -12

Additional entries follow:
SMILES | Artemis endo inh
CCOC(=O)C(Sc1ncc(C#N)c(N)n1)C(C)C (centres undefined) | 9
CC(CNC(=O)c1ccc(-c2ccccc2)cc1)CN(C)C (centres undefined) | 2
Cc1sc(-c2ccncc2)nc1OC(=O)c1cc(Cl)cc(Cl)c1 | -3
O=C(Nc1ccc2oc(-c3cccc4ccccc34)nc2c1)c1ncn[nH]1 | 32*
Cc1ccccc1NC(=O)c1cccc2nc3ccccc3nc12 | 12
N#Cc1c(N)oc(-c2cccs2)c1-c1cccs1 | 1
CCC1(C)Cc2ccccc2-c2c1c(=O)n(-c1ccc(C)cc1)c1nnnn21 (centres undefined) | -3
CC(C(=O)NCc1cccs1)N1C(=O)c2ccccc2C1=O (centres undefined) | 1
CC(=O)N1CCN(c2ccccc2NC(=O)COc2cc(C)ccc2C(C)C)CC1 | -1
CCOC(=O)c1nc2ccccc2s1 | 5
O=C(NCc1cccnc1)NC(C(F)(F)F)C(F)(F)F | -1
O=C(CNS(=O)(=O)c1cccs1)N1CCCC1 | -5
COc1cc(C(=O)OC(C)CN2CCOCC2)cc(OC)c1OC (centres undefined) | 2
Cc1cccc(N(C(=O)Cn2nnc3ccccc32)C(C(=O)NCc2ccco2)c2ccncc2)c1C (centres undefined) | 6
CCc1ccc(NC(=O)CN2C(=O)CSC2=O)cc1 | 0
N#CCC(=N)N1CCN(c2ccccc2Cl)CC1 | 2
O=C(COc1ccccc1Cl)NCc1ccco1 | 1
C/C(=N\N1CCN(C2c3ccccc3-c3ccccc32)CC1)c1ccncc1 | 6
CCn1c(=O)cc(O)c2ccccc21 | -7
CN(C(=O)CSc1nnc(-c2ccncc2)n1C)C1CCS(=O)(=O)C1 (centres undefined) | -8
Nc1ccn(-c2ccc(Cl)cc2)c(=O)c1 | 5
CCOc1ccccc1C(=O)Nc1ccc(S(=O)(=O)N2CCOCC2)cc1 | -1
COc1ccc(S(=O)(=O)n2cnc3cc(C)c(C)cc32)cc1 | 2
CCOC(=O)c1cnn2c1[nH]c(=O)c1ccccc12 | -7
COc1ccc(N2C(=O)CC(NCc3ccc(F)cc3)C2=O)cc1 (centres undefined) | -5

A section of the results above, as a working copy:
SMILES | Artemis endo inh
COc1ccccc1C(=O)N/C(N)=N/c1nc2ccccc2o1 | 0
COC(=O)CSc1nnc(-c2ccoc2C)n1-c1ccc(OC)cc1 | -7
CC(Sc1nnc(C2CCCCC2)n1N)C(=O)NCc1ccc2c(c1)OCO2 (centres undefined) | 0
COc1cc(NS(=O)(=O)c2cccc3nsnc23)c(C(=O)O)cc1OC | 3
CO/N=C(/CS(=O)(=O)c1ccc(Br)cc1)c1ccc(OC)cc1 | -1
N#Cc1c(NCCCO)nc(NCc2ccccc2)c2c1CCN(Cc1ccccc1)C2 | 8
O=C(c1ccccc1)C1CCc2occc2C1=O (centres undefined) | 1
S=C(c1ccc(N2CCCC2)cc1)N1CCCCC1 | 3

Going on with the list.
SMILES | Artemis endo inh
CC(=O)Nc1cccc(N(C)C)c1 | 6
COc1ccc(C(=O)Oc2cc(/C=N/NS(=O)(=O)c3ccccc3)ccc2OC)cc1 | 5
CCNC(=O)NC(=O)C(C)Sc1nc2cc(C(=O)OC)ccc2c(=O)n1-c1ccccc1 (centres undefined) | 2
O=C(c1ccc2c(c1)OCO2)N(CC1CCCO1)C1(C(=O)NC2CCCC2)CCCCC1 (centres undefined) | 8
CCOCC(=O)N1CCN(c2ccc(F)cc2)CC1 | 2
CCN1CCc2c(sc(N)c2C#N)C1 | 5
COc1cc(C(=S)N2CCOCC2)cc(OC)c1OC(=O)c1cc([N+](=O)[O-])cc([N+](=O)[O-])c1 | 6
O=C(CSc1nnc(CNc2ccc(F)cc2)n1Cc1ccccc1)NCc1ccccc1 | 17
Cc1c(OCC(=O)OC(C)(C)C)ccc2c3c(c(=O)oc12)CCC3 | 9
Cc1nnsc1NC(=O)OCCCl | -6
COc1ccccc1NC(=O)C/C(N)=N/O | 0
O=C(Nc1nc(-c2ccccc2)cs1)C1c2ccccc2Oc2ccccc21 | -7
CC1CN(S(=O)(=O)c2cccc(C(=O)OCC(=O)c3cccs3)c2)CC(C)O1 (centres undefined) | -4
COC(=O)c1ccccc1NC(=O)Nc1cccs1 | 0
COC(=O)c1cccc(NC(=O)CSc2ncn[nH]2)c1 | 15
COc1ccc(CCNS(=O)(=O)c2cccc(S(=O)(=O)N3CCCC3)c2)cc1OC | -14
CC(C)CC(=O)NN1CCCCC1 | -2
N#CC1=C(c2ccccc2)/C(=C/c2ccccc2)OC1=O | 26
COc1cccc2cc(C(=O)n3ccc(C)n3)c(=O)oc12 | -4
C=CCn1c2ccccc2n2nc(C)c(=O)nc12 | -1
OCc1nc2ccccc2n1CCCOc1ccc(Br)cc1 | 4
CC(=O)SCC(=O)N=c1sc2cc(F)ccc2n1C | -2
COc1ccc(C2CC(=O)c3cnc(N4CCN(Cc5ccccc5)CC4)nc3C2)cc1 (centres undefined) | 7
Cc1ccc(-c2nnc(N3CCCCC3)c3ccccc23)cc1S(=O)(=O)N1CCN(C)CC1 | 0
Cc1ccc(C(=O)N2CCN(c3ccc([N+](=O)[O-])c(NCc4ccco4)c3)CC2)cc1 | 31*

Reprinted from the part before: 2 compounds, followed by the next part.
SMILES | Artemis endo inh
Cc1ccc(-c2nnc(N3CCCCC3)c3ccccc23)cc1S(=O)(=O)N1CCN(C)CC1 | 0
Cc1ccc(C(=O)N2CCN(c3ccc([N+](=O)[O-])c(NCc4ccco4)c3)CC2)cc1 | 31*
FC(F)(F)c1ccccc1NC(=S)N1CCN(c2ncccn2)CC1 | -7
Cc1cccc(S(=O)(=O)N(CC(=O)Nc2ccccc2C)Cc2ccco2)c1 | 0
Nc1nc(-c2ccco2)nn1C(=O)c1ccc(Cl)cc1 | -1
Cc1cc(C)cc(CC(Cc2nc3ccccc3[nH]2)c2nc3ccccc3[nH]2)c1 (centres undefined) | 11
COc1ccc(Nc2nc(C)nc3c2nnn3Cc2ccccc2)cc1OC | -1
CO/N=C(\C)c1ncc(C(F)(F)F)cc1N1CCOCC1 | 1
CCc1ccc(-c2nc(-c3ccncc3)no2)cc1 | 9
O=[N+]([O-])c1ccc(NCCNS(=O)(=O)c2ccccc2)c(C(F)(F)F)c1 | 10
CCOc1cc(/C=N/n2cnnc2)ccc1OC(=O)c1cccc([N+](=O)[O-])c1 | -1
COC(=O)Cc1[nH]n(-c2nc3ccccc3s2)c(=O)c1C(C)=O | 0
CC(C)CSc1nc2c(c(=O)[nH]c(=O)n2C)n1CCc1ccccc1 | -4
COC(=O)c1c(NC(=O)CN2CCCC(C)C2)c2c(C)cccc2n1C (centres undefined) | 2
COc1ccc(S(=O)(=O)N2CCCC(C(=O)NCc3ccccn3)C2)cc1 (centres undefined) | -6
COC(=O)c1[nH]c2cc(OC)c(OC)cc2c1NC(=O)Oc1ccccc1 | -1
Cc1cc(Cl)ccc1OCC(=O)OC(C)C(=O)N(C)C (centres undefined) | 4
CC1=CC(C)(C)N(C)C(=O)N1c1ccc(Cl)cc1 | -2
Cc1cccc(NC(=O)c2cc(N3CCOCC3)nc3ccccc23)c1 | 5
CN1CCc2nc3sc(C(=O)C45CC6CC(CC(C6)C4)C5)c(N)c3cc2C1 | 25
O=C(Nc1ccccc1)N1CCN(c2ccc(F)cc2)CC1 | 5
O=C(COc1ccc(Br)cc1)c1ccc2c(c1)CCCC2 | -6
CS(=O)(=O)N(CC(=O)NCc1ccccn1)Cc1ccc(Cl)cc1 | -1
Cc1nn(Cc2ccccc2)c2c1C(c1cccc(Cl)c1)C(C#N)=C(N)O2 (centres undefined) | 1
CSc1cc(-c2ccc(Cl)cc2)c(C(=O)NC(C)C)s1 | -4
COc1cccc(-c2cc3c(-n4cccc4)ncnc3o2)c1 | 5
O=C(CN(C(=O)CNS(=O)(=O)c1ccccc1)c1ccc2c(c1)OCCO2)NCc1ccco1 | 5

Remaining list, next part
SMILES | Artemis endo inh
CCc1nc2sc3c(c2c(=O)o1)CCCC3 | -6
COc1ccc(CCNC(=O)CSc2cc(=O)[nH]c(N)n2)cc1OC | -2
O=C(c1ccco1)N1CCN(C(c2coc3ccc(Cl)cc3c2=O)c2nnnn2C2CCCC2)CC1 (centres undefined) | 7
O=C(O)CCC(=O)Nc1nc2nc(-c3ccccc3)cc(-c3ccccc3)n2n1 | -1
COc1cc2c(cc1OC)C(c1ccsc1)CC(=O)N2 (centres undefined) | 0
COc1ccccc1C1CC(=O)NC(C)=C1C(=O)OCC1CCCO1 (centres undefined) | 7
CN(C)S(=O)(=O)c1ccc(C(=O)Nc2cccnc2)cc1 | -5
CCOc1ccc(C2c3c(oc4ccccc4c3=O)C(=O)N2CCCN2CCOCC2)cc1 (centres undefined) | -6
Cc1nc(N)sc1-c1csc(NCc2ccccc2)n1 | 14
N#CC1=C(N)Oc2c(sc3ccccc23)C1c1ccco1 (centres undefined) | 20
CCCS(=O)(=O)c1c(S(=O)(=O)CCC)c2cnccn2c1C(=O)c1ccc(CC)cc1 | 8
COc1ccc(OC)c(C(c2nnnn2C2CCCC2)N2CCN(c3ccccc3)CC2)c1 (centres undefined) | 4
O=c1ccc2cc(S(=O)(=O)Nc3ccc(F)cc3)ccc2o1 | -13
COc1ccc(NC(=O)CSc2nnc(CNC(=O)COc3ccc(Cl)cc3)o2)c(OC)c1 | 10
O=C(Nc1ccc(N2CCOCC2)cc1)c1cnsn1 | 2
CC(C)CCn1c(C(C)O)nc2ccccc21 (centres undefined) | 1
Cc1ccc(S(=O)(=O)N2CCCC2C(=O)Nc2nccs2)cc1 (centres undefined) | 6
O=C(c1cccc(C(=O)N2CCc3ccccc32)n1)N1CCc2ccccc21 | 2
O=C(O)COc1ccc2nsnc2c1Cl | 5
Cc1csc(NC(=O)CCC(=O)N(CC(=O)NC2CCCC2)Cc2ccco2)n1 | 3
O=C(O)CCCNC(=O)c1cncc(Br)c1 | -4
O=C(Nc1ccccc1N1CCN(c2ccc(F)cc2)CC1)C1CCCCC1 | 1
CC(=O)N(CN1C(=O)C2CC=CCC2C1=O)c1cccc(Cl)c1 (centres undefined) | -2
CC(C)(NO)/C(=N/O)c1cccs1 | 0
Cc1cccc(OCc2nc(-c3ccccn3)n[nH]2)c1 | 1

The list goes on.
SMILES | Artemis endo inh
Cc1cc2ncc(C(=O)Nc3ccccc3)c(C)n2n1 | -2
CCOC(=O)C(CCCOc1ccccc1C)C(=O)OCC | 3
Cc1nc2ccccc2cc1C(=O)O | -1
O=c1[nH]c(SCc2nc3ccccc3n2Cc2ccccc2)nc2ccccc12 | 1
CC1CCN(CCCNC(=O)c2coc3nc4ccccc4nc23)CC1 | 0
CCCC(=O)N1CCCC(c2nc(-c3cccs3)no2)C1 (centres undefined) | 0
CCCC(=O)Nc1cnc(NC(=O)c2cccc(F)c2)cc1C | -3
CCOC(=O)c1oc2ccc3c(c2c1C)C(=O)CC1(CCN(C(=O)OCC)CC1)O3 | 3
CCOC(=O)c1c(-c2ccc(C)cc2)csc1NC(=O)C1CC=CCC1C(=O)O (centres undefined) | 19
Cc1nnc(SCSc2nnc(C)s2)s1 | -2
CCCC(=O)c1ccc(N2CCN(C(=O)c3ccccc3Br)CC2)c(F)c1 | 4
CCCC(=O)NC(Nc1cccc(C(F)(F)F)c1)C(Cl)(Cl)Cl (centres undefined) | 8
Cc1ccc(NC(=O)CSC2=C(C#N)C(c3ccco3)CC(=O)N2)cc1 (centres undefined) | 1
